High-throughput results as filed in PubChem.
MBD2 DNA inh = blocks human MBD2 binding to methylated DNA. hit rate 0.31% among 370,000. inhibition, % at 4.4 µM. TR-FRET, MBD2 binding to methylated oligonucleotide; in the data active = inhibition above about 13%
PLC-beta3 inh = PLC-beta3 (human) inhibition, primary screen. AID 720704. hit rate 0.18% among 370,000. inhibition, % at 12.2 µM. Purified PLC-beta3, fluorogenic substrate, fluorescence. Q01970; in the data active = inhibition above about 11%;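 note: 0% = median of compound wells on plate and 100% = full blocker control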
DDE Tn6 FP inh = inhibitors of Tn6 peptide binding to human fibrin DD(E) | P02675 | Fibrin DD(E) TRITC-Tn6 fluorescence polarization displacement | inhibition, % at 8.3 µM | hit rate 0.21% among 370,000;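 active = inhibition above a per-campaign cutoff: mean of compounds within control limits plus 3 SD, cut at about 15% in these data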;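 note: 0% = median of all compound wells on the plate and 100% = blocking peptide control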
PLC-gamma1 inh = PLC-gamma1 (human) inhibition, primary screen; P19174; purified PLC-gamma1, fluorogenic substrate, fluorescence; inhibition, % at 12.2 µM; hit rate 0.84% among 370,000; in the data active = inhibition above about 9.5%
Target sequence (P19174 whole entry, looked up): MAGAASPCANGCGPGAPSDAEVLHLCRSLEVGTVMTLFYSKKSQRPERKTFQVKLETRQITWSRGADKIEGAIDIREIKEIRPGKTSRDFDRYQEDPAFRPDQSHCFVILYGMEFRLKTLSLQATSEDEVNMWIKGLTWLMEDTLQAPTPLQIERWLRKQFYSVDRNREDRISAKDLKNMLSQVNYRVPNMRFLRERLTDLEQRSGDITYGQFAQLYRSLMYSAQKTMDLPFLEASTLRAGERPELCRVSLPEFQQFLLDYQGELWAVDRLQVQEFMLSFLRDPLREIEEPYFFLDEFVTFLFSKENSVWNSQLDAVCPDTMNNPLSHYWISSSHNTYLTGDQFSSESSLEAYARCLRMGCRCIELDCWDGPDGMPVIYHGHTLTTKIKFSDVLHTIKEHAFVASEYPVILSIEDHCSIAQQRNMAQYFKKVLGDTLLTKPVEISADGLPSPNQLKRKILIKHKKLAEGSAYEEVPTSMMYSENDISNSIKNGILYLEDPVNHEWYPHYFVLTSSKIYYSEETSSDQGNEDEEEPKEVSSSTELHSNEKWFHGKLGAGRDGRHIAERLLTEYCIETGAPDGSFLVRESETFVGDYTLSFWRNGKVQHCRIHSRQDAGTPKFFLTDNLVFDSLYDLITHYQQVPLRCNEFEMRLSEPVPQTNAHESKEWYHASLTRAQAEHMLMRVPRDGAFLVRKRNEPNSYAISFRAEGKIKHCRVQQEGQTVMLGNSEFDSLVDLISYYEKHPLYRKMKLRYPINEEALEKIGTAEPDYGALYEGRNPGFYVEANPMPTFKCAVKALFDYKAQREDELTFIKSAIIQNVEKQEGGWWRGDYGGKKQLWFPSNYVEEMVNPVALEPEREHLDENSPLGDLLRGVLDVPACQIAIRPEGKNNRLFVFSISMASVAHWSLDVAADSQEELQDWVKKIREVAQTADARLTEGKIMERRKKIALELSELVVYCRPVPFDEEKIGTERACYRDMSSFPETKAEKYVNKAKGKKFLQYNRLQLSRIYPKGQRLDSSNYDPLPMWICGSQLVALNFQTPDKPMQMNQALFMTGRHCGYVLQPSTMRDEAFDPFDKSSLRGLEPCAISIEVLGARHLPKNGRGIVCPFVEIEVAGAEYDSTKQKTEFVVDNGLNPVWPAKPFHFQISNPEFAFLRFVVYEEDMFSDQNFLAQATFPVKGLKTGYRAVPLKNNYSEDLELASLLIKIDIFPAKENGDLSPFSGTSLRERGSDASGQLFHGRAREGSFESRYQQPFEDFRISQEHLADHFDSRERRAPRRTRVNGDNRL
ADAM17 inh = inhibits human ADAM17. P78536. recombinant ADAM17, EDANS/DABCYL FRET peptide cleavage. inhibition, % at 6.95 µM. hit rate 0.83% among 370,000;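 active = inhibition above the mean of compounds lying between control limits plus 3 SD, set per campaign, cut at about 8.5% in these data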;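 note: 0% = DMSO-only wells as the low control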
ARFGAP1 inh = rat ARFGAP1 inhibition. Q62848. hit rate 0.26% among 360,000. Arfgap1-stimulated ARF1 GTP hydrolysis, GDP FP detection. inhibition, % at 16.5 µM;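 active = inhibition above a per-plate limit, mean inhibition of low control wells plus 3 SD, cut at about 25% in these data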;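 note: 0% = DMSO wells with enzyme and 100% = wells lacking Arfgap1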
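material = rat Arfgap1 catalytic domain, aa 1-136 | also added = human ARF1(Δ1-17)-GTP substrate | compound dosing = one concentration, 16.5 µM, DMSO 1.26% | times = GTP hydrolysis reaction 2 h at 25 °C | measured by = FP, GDP Alexa 633 tracer displaced from anti-GDP antibody, 620/688 nm | evaluation = percent inhibition of Arfgap1-stimulated GTP hydrolysis | replication = single well per compound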
DDE Tn7 FP inh = inhibitors of Tn7 peptide binding to human fibrin DD(E) | P02675 | FP displacement of FITC-Tn7 peptide from fibrin DD(E); 0% = median of compound wells per plate | inhibition, % at 8.3 µM | hit rate 0.13% among 370,000 | AID 720508;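 active = inhibition above the mean of compounds falling within the control limits plus 3 SD of them, cut at about 14% in these data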;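 note: 0% = plate median of compound wells and 100% = 10 µM Aha-Tn7 peptide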
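Assay system: human fibrin DD(E). Input: DD(E) 2 µM final. Medium: Tris buffer with calcium and detergent, pH 7.8. Compound dosing: single point at 8.3 µM. Timing: 10 min plus 3 h, room temperature. Technique: fluorescence polarization of the labelled Tn7 tracer. Read-out: percent inhibition. Replicates: singlicate testing.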
ASAP1 GAP inh = inhibitors of human ASAP1 ArfGAP activity; ASAP1-stimulated ARF1 GTP hydrolysis, GDP FP detection; inhibition, % at 16.5 µM; hit rate 0.19% among 360,000; AID 624377; in the data active = inhibition above about 25%;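 note: 0% = vehicle with enzyme and substrate and 100% = no enzyme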
proKLK7 act = activators of human kallikrein-7 zymogen. P49862. purified proKLK7, EDANS-DABCYL substrate fluorescence; 100% is mature enzyme control, 0% vehicle. activation, % at 7 µM. hit rate 0.9% among 370,000;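 active = activation above the mean of all tested compounds plus 3 SD, computed per campaign excluding outliers beyond control limits, cut at about 13% in these data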
UHRF1 MBD2 ctr = human UHRF1 methylated DNA binding inhibitors. AID 687016. UHRF1 binding to methylated oligo, TR-FRET. inhibition, % at 4.4 µM. Q96T88. hit rate 0.75% among 370,000; in the data active = inhibition above about 21%;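 note: UHRF1 SRA domain binding a hemimethylated CpG hairpin DNA probe; 0% = median of test compound wells and 100% = reference inhibitor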
An asterisk follows results filed as active; i = inactive.

The line under a structure holds: MBD2 DNA inh, PLC-beta3 inh, DDE Tn6 FP inh, PLC-gamma1 inh, ADAM17 inh, ARFGAP1 inh, DDE Tn7 FP inh, ASAP1 GAP inh, proKLK7 act, UHRF1 MBD2 ctr
- O=C(CCS(=O)(=O)c1cccc2nonc12)NCCc1ccccc1Cl
→ -1, 2, 10, 2, 2, -5, 5, -11, 0.1, 2
- COc1ccc(Cl)cc1NC(=O)c1cccc([N+](=O)[O-])c1O
→ -4, 6, -10, 10.0*, -1, 2, -8, -3, -0.1, 1
- CCCCn1c(-c2cccs2)nc2oc3ccccc3c(=O)c2c1=O
→ -5, -6, 2, 1, -24, 3, -2, -13, 0.2, 0
- CCCCn1c(N)c(N(CC(C)C)C(=O)CSCc2c(C)noc2C)c(=O)[nH]c1=O
→ 4, -6, 8, -6, -10, -11, 4, -4, -0.3, 0
- c1ccc2c(C(c3nnnn3-c3ccc4c(c3)OCCO4)N3CCCC3)ccnc2c1 (stereo unspecified)
→ -4, -5, 2, -6, -4, 15, -4, 1, -0.4, -6
- Cc1cccc(/C=N/NC(=O)c2ccc(F)cc2)n1
→ 2, -8, -3, -4, -1, 0, -7, 0, 0.0, -1
- CS(=O)(=O)Nc1ccc2c(c1)nc1n2CCOC1
→ -1, 0, 7, 0, -1, 2, -1, 3, 0.0, -2
- CC(=O)c1cccc(NC(=O)/C(=C\c2ccco2)NC(=O)c2ccco2)c1
→ -3, -11, 1, -4, 6, 4, -2, -3, 0.2, -2
- CCOC(=O)N1CCN(C(=O)CNC(=O)c2nn(-c3ccc(OC)cc3)c(=O)c3ccccc23)CC1
→ -3, -56, 1, -45, -7, 7, 4, -8, 0.7, -1
- O=c1cc(CN2CCN(S(=O)(=O)c3cccc(Cl)c3)CC2)c2ccc(O)cc2o1
→ -2, i, -13, i, i, -15, -4, 15, -122, 6
- CCOc1ccccc1NC(=O)Cc1cccs1
→ -5, -7, 2, -5, -4, -5, 12, 10, -1.4, 4
- O=C(Cc1ccc(NC2=NC3CS(=O)(=O)CC3S2)cc1)N1CCN(c2ccc(F)cc2)CC1 (stereo unspecified)
→ -4, 1, 8, 1, 1, 5, 4, 1, 1.1, -1
- CNC(=O)CSc1nc(-c2ccccc2)c(-c2ccccc2)[nH]1
→ 5, -1, 5, 0, -7, 7, 10, 0, -0.1, 17
- Cc1ccc(S(=O)(=O)NN2C(=O)c3ccccc3NC2C)cc1 (stereo unspecified)
→ 3, -371, 2, -277, -194, 11, 1, -7, 39*, 7
- O=C1NC[C@H](Cc2ccccc2)N(CC2CCCCC2)C1=O
→ 1, 2, 9, 3, -4, 20, -3, 11, -0.1, 1

Additional results.
The line under a structure holds: MBD2 DNA inh, PLC-beta3 inh, DDE Tn6 FP inh, PLC-gamma1 inh, ADAM17 inh, ARFGAP1 inh, DDE Tn7 FP inh, ASAP1 GAP inh, proKLK7 act, UHRF1 MBD2 ctr
- O=C(Cn1cnc2c(NCc3ccccc3)ncnc21)NCc1nc2ccccc2[nH]1
→ -5, 1, 0, 4, -4, 7, 3, 2, 0.0, -2
- C/C(=N\NC(=O)CSc1nc(C)cc(C)n1)c1ccc2c(c1)OCCO2
→ -6, 1, 3, -3, -2, 3, 3, 18, -0.1, -2
- CC(=O)Nc1ccc(S(=O)(=O)Nc2ccc(S(=O)(=O)Nc3nccs3)cc2)cc1
→ -1, -3, 1, 4, -2, 7, -8, -1, -0.3, 3
- CCOc1nc(NCCO)nc(Nc2cc(Cl)ccc2OC)n1
→ 1, 3, -8, -2, 2, -11, -8, -4, 0.7, -2
- COc1ccc2nc(C)cc(C(=O)O)c2c1
→ 1, -160, 4, -136, -170, -7, -3, 1, 4.9, 1
- Cc1onc(-c2c(Cl)cccc2Cl)c1C(=O)NCc1cccs1
→ 7, 1, -9, -3, -3, 2, 2, -9, -0.7, 7
- O=C(NCC1CCCC(CNC(=O)N2CCc3ccccc32)C1)N1CCc2ccccc21 (stereo unspecified)
→ 1, 1, -5, 3, 4, -6, -2, 3, -0.9, -3
- CC(=O)c1c(C)[nH]c(C(=O)CN2C(=O)NC(C)(c3ccc4c(c3)OCCO4)C2=O)c1C (stereo unspecified)
→ 6, -8, 3, -4, -3, 1, -2, -9, -0.3, -2
- Cc1ccc(S(=O)(=O)NCCC(=O)NNC(=O)c2ccccc2Cl)cc1C
→ 1, -2, 5, 1, -1, -2, -4, 6, 0.0, -2
- COC(=O)c1nn(C23CC4CC(CC(C4)C2)C3)c2c1C(=O)N(c1ccc(F)cc1)C2=O
→ 0, 2, 6, 1, -3, 6, -4, 5, -0.3, 0
- CC1(C)OC(=O)C(=CNCCc2ccc(O)cc2)C(=O)O1
→ 0, 1, 0, -1, -4, 6, 1, 7, -0.3, 0
- Cc1ccc(NC(=O)c2c(C)nc(Nc3nc4ccccc4o3)nc2C)cc1
→ 2, 3, 6, 6, 1, 3, -3, 1, 0.7, 0
- NNC(=O)c1cccc(O)c1
→ -3, 3, 0, 2, 1, 2, -8, 22, -0.3, -1
- COc1ccc(-n2c3nc4ccccc4nc3c3c(=N)oc(C)nc32)cc1
→ -3, -93, 4, -90, -14, 12, -10, 30*, -21, -6
- Cc1ccnc(SCC(=O)c2ccc(Br)s2)n1
→ 0, -3, 1, 1, -1, -3, 6, 23, 0.1, 10

More compounds follow.
The line under a structure holds: MBD2 DNA inh, PLC-beta3 inh, DDE Tn6 FP inh, PLC-gamma1 inh, ADAM17 inh, ARFGAP1 inh, DDE Tn7 FP inh, ASAP1 GAP inh, proKLK7 act, UHRF1 MBD2 ctr
- CC(C)CC(=O)Nc1cc(NC(=O)CC(C)C)cc(C(=O)NC(C)(C)C)c1
→ 5, 1, 9, 9, -1, 1, -6, 6, 0.4, -4
- Cc1cc(Br)cc(Br)c1OCC(=O)NNC(=O)CCC(=O)NCc1ccccc1
→ 1, -2, 0, 2, -2, 1, 6, 4, -0.7, 1
- O=C(NN=Cc1ccccc1Cl)C(=O)Nc1cccc(C(F)(F)F)c1
→ 2, 6, 4, -1, 0, 2, -3, 2, 0.0, 1
- O=C(N/N=C/c1ccc(-n2ccnc2)cc1)c1cccs1
→ 1, -10, -9, 2, -1, -4, -1, -3, -0.1, -9
- CC(=O)c1cccc(NC(=O)C2(C)Cc3c(-c4ccccc4)ccnc3O2)c1 (stereo unspecified)
→ 1, 0, 2, 2, -5, 6, 1, 7, 0.9, 3
- CCN1C(=NCC(C)C)N[C@@H](c2cccc(F)c2)C(C(=O)OC)=C1C
→ -1, 0, -1, 1, 3, 2, -8, 8, -0.2, 3
- O=C(Nc1nc2ccc(S(=O)(=O)N3CCCCC3)cc2s1)c1ccncc1
→ 1, -22, -2, -21, 0, 1, 4, -14, 0.6, 0
- COc1cc(C(F)(F)F)c(C(=O)N(C)Cc2cccc(Cl)c2)cn1
→ 1, 3, 8, 2, 2, 4, -3, -13, 0.4, 4
- Cn1nc(C(F)(F)F)c(/C=N/OC(=O)c2ccccc2)c1SCc1ccccc1Cl
→ -8, 4, -2, 0, 0, 10, -7, -2, -0.3, 1
- O=C(c1ccc(F)c(S(=O)(=O)N2CCOCC2)c1)N(CCc1ccccc1)Cc1ccccc1
→ 2, -7, -4, -1, 3, 7, 0, 14, -0.2, -1
- CC(C)OC(=O)CSc1nnc(CNc2nc(-c3ccccc3)cs2)n1C
→ 3, -4, 1, -5, -4, 7, 2, -3, -0.4, 1
- Cc1ccc(NC(=O)c2cc(S(=O)(=O)N3CCCC3)cn2C)cc1
→ -2, -6, 1, 5, 0, 7, 5, 3, 0.4, 5
- O=C(COC(=O)c1ccc(Cl)c([N+](=O)[O-])c1)NC1CCCC1
→ 4, -3, -7, 4, 1, 8, 1, -9, 0.3, 6
- COc1cccc(NC(=O)COC(=O)c2c(NC(C)=O)sc(C)c2C)c1
→ 3, -6, -9, -1, -2, 11, 4, 9, 0.1, 0
- Cc1nn2c(-c3ccccc3)c(-c3ccccc3)nc2[nH]c1=O
→ -2, -487, -5, -428, -12, 13, -3, -8, 2.0, 1

Reprinted at random: three entries already listed, in no set order.
The line under a structure holds: MBD2 DNA inh, PLC-beta3 inh, DDE Tn6 FP inh, PLC-gamma1 inh, ADAM17 inh, ARFGAP1 inh, DDE Tn7 FP inh, ASAP1 GAP inh, proKLK7 act, UHRF1 MBD2 ctr
- COc1cccc(NC(=O)COC(=O)c2c(NC(C)=O)sc(C)c2C)c1
→ 3, -6, -9, -1, -2, 11, 4, 9, 0.1, 0
- O=C(N/N=C/c1ccc(-n2ccnc2)cc1)c1cccs1
→ 1, -10, -9, 2, -1, -4, -1, -3, -0.1, -9
- Cc1nn2c(-c3ccccc3)c(-c3ccccc3)nc2[nH]c1=O
→ -2, -487, -5, -428, -12, 13, -3, -8, 2.0, 1

Next part:
The line under a structure holds: MBD2 DNA inh, PLC-beta3 inh, DDE Tn6 FP inh, PLC-gamma1 inh, ADAM17 inh, ARFGAP1 inh, DDE Tn7 FP inh, ASAP1 GAP inh, proKLK7 act, UHRF1 MBD2 ctr
- O=C(CC1S/C(=N/N=C2CCCCCC2)NC1=O)Nc1ccccc1F (stereo unspecified)
→ 1, -18, 3, -7, 3, -2, 0, -8, 0.1, 1
- CCCNC(=O)c1onc(CSc2ccc(F)cc2)c1C(=O)NCC1CC1
→ 2, -1, 2, 0, 1, 5, -4, 21, -0.2, -1
- COc1ccc(CCNC(=O)CCNC(=O)c2ccc([N+](=O)[O-])cc2)cc1
→ 1, -3, 4, 4, -4, -3, 5, 10, -0.4, 1
- O=C(NCc1ccccn1)c1ccc(CNS(=O)(=O)c2cccc(Cl)c2)cc1
→ -4, 4, 8, 2, 6, -3, 4, -9, -1.2, -2
- NC(=O)CC[C@H](NC(=O)c1ccc(F)cc1)C(=O)OCC(=O)Nc1c(F)c(F)c(F)c(F)c1F
→ 0, 2, 4, 3, -1, 3, -5, 2, 0.6, 3
- Cc1ccccc1NC(=O)C1C(=O)Nc2ccccc2C(=O)N1Cc1ccccc1 (stereo unspecified)
→ -5, -12, -1, -8, -8, 0, -1, 6, -0.1, -1

A second format for some results above:
CCCNC(=O)c1onc(CSc2ccc(F)cc2)c1C(=O)NCC1CC1
  MBD2 DNA inh: 2 | PLC-beta3 inh: -1 | DDE Tn6 FP inh: 2 | PLC-gamma1 inh: 0 | ADAM17 inh: 1 | ARFGAP1 inh: 5 | DDE Tn7 FP inh: -4 | ASAP1 GAP inh: 21 | proKLK7 act: -0.2 | UHRF1 MBD2 ctr: -1
COc1ccc(CCNC(=O)CCNC(=O)c2ccc([N+](=O)[O-])cc2)cc1
  MBD2 DNA inh: 1 | PLC-beta3 inh: -3 | DDE Tn6 FP inh: 4 | PLC-gamma1 inh: 4 | ADAM17 inh: -4 | ARFGAP1 inh: -3 | DDE Tn7 FP inh: 5 | ASAP1 GAP inh: 10 | proKLK7 act: -0.4 | UHRF1 MBD2 ctr: 1
O=C(NCc1ccccn1)c1ccc(CNS(=O)(=O)c2cccc(Cl)c2)cc1
  MBD2 DNA inh: -4 | PLC-beta3 inh: 4 | DDE Tn6 FP inh: 8 | PLC-gamma1 inh: 2 | ADAM17 inh: 6 | ARFGAP1 inh: -3 | DDE Tn7 FP inh: 4 | ASAP1 GAP inh: -9 | proKLK7 act: -1.2 | UHRF1 MBD2 ctr: -2
